D1 antagonist – Antagonist of Human D 1 Dopamine Receptor: qHTS; D(1A) dopamine receptor (Homo sapiens), P21728; HEK293 TREx D1 cells, calcium flux, dopamine EC80; hits give low values; activity change, negative = inhibition, % at 10 µM; 360,000 tested, 3.2% active; in the data active = activity change below about -30%; also: % is scaled to controls: 0 for no effect and ±100 for the full control effect
Target sequence (P21728 whole entry, looked up): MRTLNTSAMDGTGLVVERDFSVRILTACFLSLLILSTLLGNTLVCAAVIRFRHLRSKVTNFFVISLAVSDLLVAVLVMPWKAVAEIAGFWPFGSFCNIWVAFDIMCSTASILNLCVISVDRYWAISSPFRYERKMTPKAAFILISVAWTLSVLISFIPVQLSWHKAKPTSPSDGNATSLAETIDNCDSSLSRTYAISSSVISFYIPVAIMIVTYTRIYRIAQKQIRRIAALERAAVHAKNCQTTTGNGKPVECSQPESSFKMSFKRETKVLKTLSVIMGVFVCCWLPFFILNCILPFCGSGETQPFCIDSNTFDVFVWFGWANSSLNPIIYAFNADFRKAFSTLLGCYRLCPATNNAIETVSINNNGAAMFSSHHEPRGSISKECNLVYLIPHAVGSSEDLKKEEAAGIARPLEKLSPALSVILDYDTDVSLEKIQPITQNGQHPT
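Tetracycline-induced HEK293 Trex D1 cells, force-coupled to calcium, dye-loaded; compounds added and read 180 s, then EC80 dopamine added and calcium flux tracked kinetically another 180 s.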
RXFP1 antagonist – qHTS Assay for Antagonists of the Relaxin Receptor RXFP1; Relaxin receptor 1 (Homo sapiens), Q9HBX9; HEK293-RXFP1, relaxin-stimulated cAMP HTRF, 30 min; hits give low values; activity change, negative = inhibition, % at 57.5 µM; 350,000 tested, 0.59% active; AID 1259400, 2018;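 active = activity change of -60% or lower, but not beyond a set lower limit; inconclusive = change between -60% and -40%, or beyond the set limit; inactive = change above -40%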; also: % is scaled to controls: 0 for no effect and ±100 for the full control effect
D2 agonist – HTS Assay for Allosteric Agonists of the Human D2 Dopamine Receptor: Primary Screen for Agonists; 340,000 tested, 0.53% active; HEK293 T-REx D2 cells, calcium flux agonist mode; AID 485358, 2010; activation, % at 2 µM;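 active = activation over 3 SD above normal in the single-dose calcium agonist read, cut at about 30% in these data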; also: 0% is about no effect
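Agonism is scored from calcium flux in a force-coupled, inducible HEK293 cell line expressing D2, read kinetically for 180 s after compound addition against dopamine controls.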
D2 antag – HTS Assay for Allosteric Antagonists of the Human D2 Dopamine Receptor: Primary Screen for Antagonists; D(2) dopamine receptor (Homo sapiens), P14416; HEK293 TREx D2 cells, calcium flux, dopamine EC80; inhibition, % at 10 µM; 340,000 tested, 2% active; in the data active = inhibition above about 30%; also: 0% is about no effect
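Measurement of antagonist activity uses fluorescent calcium dye in inducible HEK293 T-REx D2 cells: 10 s baseline, compound addition with 180 s read, EC80 dopamine addition with a further 180 s read.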
TRHR ag – qHTS for Small Molecule Agonists and Allosteric Enhancers of Human TRH Receptor: Primary Screen for Agonists; TRHR cells, calcium flux fluo-8, FDSS agonist mode; activation, % at 2 µM; 360,000 tested, 0.18% active; Thyrotropin-releasing hormone receptor (Homo sapiens), P34981; also: 0% is about no effect
Target sequence (P34981 whole entry, looked up): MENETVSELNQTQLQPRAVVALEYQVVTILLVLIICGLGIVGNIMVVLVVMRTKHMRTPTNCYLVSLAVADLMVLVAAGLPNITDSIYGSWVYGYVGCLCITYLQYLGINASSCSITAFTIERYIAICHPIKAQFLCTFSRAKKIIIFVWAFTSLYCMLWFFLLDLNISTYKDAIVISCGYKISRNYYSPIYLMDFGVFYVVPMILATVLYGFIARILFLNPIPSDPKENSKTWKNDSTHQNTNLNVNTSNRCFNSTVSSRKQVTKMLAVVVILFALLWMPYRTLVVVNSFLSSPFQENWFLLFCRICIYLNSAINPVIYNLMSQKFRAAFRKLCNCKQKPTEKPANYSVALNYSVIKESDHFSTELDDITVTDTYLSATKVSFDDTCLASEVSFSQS
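Agonist-mode FDSS calcium read (Ex 480/Em 530, 1 s cycles) in 1536-well TRHR cells with fluo-8 dye, after 10-cycle baseline and 23 nL compound addition; TRH at EC20 (10 nM final) added afterwards for the enhancer phase.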
D1 PAM – Potentiators of Human D1 Dopamine Receptor: qHTS; potentiation, % at 10 µM; HEK293 TREx D1 cells, calcium flux, dopamine EC20 potentiation; D(1A) dopamine receptor (Homo sapiens), P21728; 360,000 tested, 0.036% active; in the data active = potentiation above about 30%; also: 0% is about no effect
D2 potentiator – HTS Assay for Positive Allosteric Modulators of the Human D2 Dopamine Receptor: Primary Screen for Potentiators; D(2) dopamine receptor (Homo sapiens), P14416; HEK293 T-REx D2, calcium flux, EC20 dopamine potentiation; potentiation, % at 10 µM; 340,000 tested, 0.34% active;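 active = potentiation over 3 SD above the plate norm, cut at about 30% in these data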; also: 0% is about no effect
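Potentiation of an EC20 dopamine calcium response is measured in a force-coupled, tetracycline-inducible Hek293 Trex D2 line. Compound-only kinetic reads over 180 s flag agonists before dopamine addition.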
TRHR enhancer – qHTS for Small Molecule Agonists and Allosteric Enhancers of Human TRH Receptor: Primary Screen for Enhancers; Thyrotropin-releasing hormone receptor (Homo sapiens), P34981; TRHR cells, fluo-8 calcium fluorescence, EC20 TRH enhancement; enhancement, % at 2 µM; 360,000 tested, 0.66% active; AID 493056, 2011; in the data active = enhancement above about 30%; also: 0% is about no effect
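Enhancer read-out: after compound pinning and an initial kinetic agonist-mode read, an EC20 of TRH (10 nM final) was injected and fluo-8 calcium signal (Ex 480/Em 530) followed at 1 s/cycle for 100 cycles in TRHR-expressing cells.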
D1 agonist – Allosteric Agonists of the Human D1 Dopamine Receptor: qHTS. activation, % at 2 µM. HEK293 T-REx D1 cells, calcium flux, agonist mode. 360,000 tested, 1% active. D(1A) dopamine receptor (Homo sapiens), P21728; also: 0% is about no effect
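Tetracycline-induced HEK293 TREx D1 cells, force-coupled to calcium signalling, were dye-loaded with a no-wash calcium kit. Compound was pin-added after a 10 s baseline. Fluorescence was read kinetically at 1 cycle/s for 180 s, with calcium rises flagged as agonism.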
* marks the source's active call; other numbers are inactive results; ? = inconclusive; · = not tested or not shown; & = joins results of further samples. Rule as the data show it, unless noted: active = activation above about 30%; inactive = the rest.

SMILES	D1 antagonist	RXFP1 antagonist	D2 agonist	D2 antag	TRHR ag	D1 PAM	D2 potentiator	TRHR enhancer	D1 agonist
CC(=NCCN1CCOCC1)C1=C(O)c2ccccc2C1=O	5.2	-4.8	-0.5	19.9	0.0	-0.9	-10.4	-17.2	0.7
COC(=O)CSc1nnc(-c2ccc(S(=O)(=O)N3CCCCC3)cc2)o1	10.2	3.3	-0.6	20.3	0.9	-3.0	-9.2	2.7	2.4
CCOC(=O)C1CC(C)=C(C)CC1C(=O)O (stereo not drawn)	0.8	5.8	0.8	-18.6	0.2	-4.0	-7.2	5.0	4.4
Cc1nnc(Cl)c2nn(-c3ccccc3F)c(C)c12	-6.5	-17.9	·	·	-0.7	-2.1	·	1.2	0.9
CS(=O)(=O)N(CC(=O)Nc1ccc(S(=O)(=O)N2CCCC2)cc1)c1ccccc1	-10.9	-7.9	-0.3	1.2	-0.6	0.5	6.4	-5.1	2.7
Cc1cccc(C(=O)Nc2cccc(C(=O)OCc3cc(=O)n4ccsc4n3)c2)c1	-2.3	-0.5	1.5	·	0.1	0.2	-0.2	-1.5	-0.4
O=C(CCc1n[nH]c(=O)[nH]c1=O)N1CCCCC1	-2.0	·	1.9	-0.1	0.4	-3.5	1.8	-3.8	1.5
CC(C)Cn1cc(C(=O)NCc2cccs2)c2c3ccccc3n(C)c2c1=O	30.6	-17.6	0.1	25.5	0.0	3.0	-3.6	5.1	-2.0
Cc1n[nH]c(C)c1CCNC(=O)C1CCC(=O)N(CCc2cccc(F)c2)C1 (stereo not drawn)	-14.1	-0.2	1.3	-4.1	1.8	-4.5	8.1	2.2	3.5
CN(C)S(=O)(=O)c1ccc(NC(=O)C2CCCN(C(=O)c3ccc(Cl)cc3)C2)cc1 (stereo not drawn)	-7.2	1.0	22.4	4.8	0.4	1.4	-3.6	-1.6	6.4
CCC1(CC)Nc2ccccc2C(=O)N1c1ccc(OC)cc1	2.6	9.1	0.3	27.6	-0.5	-3.4	-6.5	-7.4	-0.5
O=C(CSc1nnc(CCCN2C(=O)c3cccc4cccc(c34)C2=O)n1-c1ccccc1)N1CCCCC1	-79.1*	6.3	·	·	-0.4	-7.0	7.2	-2.8	2.9
Cc1ccc(-n2nc(C)c(/C=N/n3c(C)n[nH]c3=S)c2Cl)cc1	-3.3	-12.2	-0.4	16.5	-2.0	-3.0	4.9	3.7	1.8
O=C(Nc1nccs1)C1CC=CCC1C(=O)OCC(F)(F)C(F)F (stereo not drawn)	-7.1	6.8	1.0	-47.4	0.2	-6.0	-10.3	4.7	3.6
Cc1cccc(N2C(=O)CC(N(O)c3ccccc3)C2=O)c1 (stereo not drawn)	7.7	-8.5	-0.8	-17.4	0.7	-4.7	8.7	-4.1	1.4
COCCn1c(SCC(=O)c2ccc3c(c2)OCCO3)nnc1-c1ccoc1C	-17.7	4.3	0.3	11.6	0.3	-2.5	4.7	-0.7	5.2
O=C(CN1CCN(S(=O)(=O)c2cc(Cl)ccc2Cl)CC1)c1ccc(O)c(O)c1	14.4	5.6	57.8*	-14.8	0.0	-2.1	-4.9	16.9	4.9
CCOC(=O)c1sc(NC(=O)CN2CCN(c3ccccc3)CC2)nc1C	-7.7	-8.6	0.3	6.8	0.6	3.8	-5.3	5.1	2.4
C=CCS(=O)(=O)N1CCCC(Cc2ccccc2C)(C(=O)OCC)C1 (stereo not drawn)	3.6	2.8	1.2	3.7	0.0	-2.4	-1.5	-1.6	0.0
Cc1ccc(CN2CCN(/N=C\C(Br)=C\c3ccccc3)CC2)cc1	-25.8	-18.2	0.2	-16.4	-0.4	-3.9	-17.3	12.6	3.5

Two of these compounds, reformatted:
> C=CCS(=O)(=O)N1CCCC(Cc2ccccc2C)(C(=O)OCC)C1 (stereo not drawn)
- D1 antagonist: 3.6
- RXFP1 antagonist: 2.8
- D2 agonist: 1.2
- D2 antag: 3.7
- TRHR ag: 0.0
- D1 PAM: -2.4
- D2 potentiator: -1.5
- TRHR enhancer: -1.6
- D1 agonist: 0.0

> Cc1ccc(CN2CCN(/N=C\C(Br)=C\c3ccccc3)CC2)cc1
- D1 antagonist: -25.8
- RXFP1 antagonist: -18.2
- D2 agonist: 0.2
- D2 antag: -16.4
- TRHR ag: -0.4
- D1 PAM: -3.9
- D2 potentiator: -17.3
- TRHR enhancer: 12.6
- D1 agonist: 3.5

Continued.
SMILES	D1 antagonist	RXFP1 antagonist	D2 agonist	D2 antag	TRHR ag	D1 PAM	D2 potentiator	TRHR enhancer	D1 agonist
O=C(Nc1ccc(F)cc1F)c1cc(-c2ccco2)on1	8.5	5.0	0.6	-12.1	0.3	-1.4	7.1	-5.2	2.3
Cn1c(=O)n(C)c2cc(NC(=O)Cc3ccccc3[N+](=O)[O-])ccc21	-12.0	6.7	0.0	-4.7	0.1	-4.5	16.0	1.6	4.3
O=C1CC(N2CCN(S(=O)(=O)c3ccccc3F)CC2)C(=O)N1c1ccccc1Cl (stereo not drawn)	-11.7	-5.2	0.9	10.7	0.7	-1.5	6.1	-1.5	5.1
O=C(N/N=C/c1ccc(OC(=O)c2ccc([N+](=O)[O-])cc2)cc1)c1cccnc1	17.3	-4.2	1.3	-12.1	0.3	-0.8	-1.4	1.2	7.3
CCN(Cc1ccccc1)C(=O)C1CCN(C/C(C)=C/c2ccccc2)CC1	-22.9	-17.3	2.2	-7.4	0.0	-2.1	-14.9	0.6	8.3
O=C(CCNS(=O)(=O)c1cccc2nsnc12)NCc1ccccc1	-9.3&1.1	1.3	-0.3	-26.4	-0.3&-0.3	-2.9&1.7	0.3&7.0	-2.3&6.0	-2.3&3.8
COc1ccc(Cl)cc1NC(=S)NCCN1CCOCC1	3.9	0.1	0.7	-5.6	0.4	3.8	-15.7	-3.7	4.0
CC(=O)Nc1ccc(NC(=O)CS(=O)(=O)Cc2ccccc2)cc1	-8.8	-3.2	0.4	13.5	1.0	1.8	4.6	-3.9	2.1
Cc1ccc(C(=O)OCc2cc(=O)n3nc(CC(C)C)sc3n2)cc1	-6.3	·	0.0	·	0.7	-3.1	-3.8	-2.4	6.8
CCOC(=O)c1[nH]c2ccc(OC)cc2c1NC(=S)N1CCN(c2cccc(Cl)c2)CC1	7.8	-12.2	1.1	5.2	-0.6	-7.0	-12.9	-18.2	4.9
CC(=O)N1CCc2cc(CNS(=O)(=O)c3ccc(Br)s3)ccc21	-13.5	-20.6	0.0	·	-0.4	-1.6	0.7	-2.2	7.1
CCOc1c(Cl)cc(Cl)cc1CNCCNCCO	17.6	-5.5	0.8	13.8	1.2	0.4	-23.4	-3.3	7.6
CCN(CC)S(=O)(=O)c1ccc2c(c1)N(CC(=O)NCCCN1CCN(c3ccccc3F)CC1)C(=O)CO2	-1.7	-15.3	·	·	-0.3	-1.7	-27.6	9.0	-0.5
CC(C)(C)NC(=O)/C=C/c1cccs1	-5.6	3.5	0.2	-10.3	0.1	0.8	6.1	5.7	0.0
COc1ccc(S(=O)(=O)N2CCC(C(=O)NC3CC3)CC2)cc1C	3.6	7.3	-1.9	-8.6	-0.8	1.9	4.7	-11.1	2.3
Cc1ccc(C)c(N2CCN(S(=O)(=O)c3cn(C)cn3)CC2)c1	5.9	8.7	-0.3	-3.6	-0.8	-2.1	0.5	-1.4	10.5
Cc1ccc(S(=O)(=O)N2CCC(C(=O)N3CCCC3C(=O)N[C@@H](CC(C)C)C(=O)NCC(N)=O)CC2)cc1 (stereo partly drawn)	7.6	·	1.2	12.9	0.5	7.5	6.2	4.4	0.3
CNC(=O)C1C2C=CC3(O2)C1C(=O)N(CCOC)C3C(=O)NCc1ccc(OC)cc1 (stereo not drawn)	14.5	-9.8	-0.6	-2.6	-0.4	7.1	13.9	6.2	3.2
COc1ccc(CCNC(=O)c2cnc3ccc(C)cn3c2=O)cc1	8.8	-8.7	-0.1	·	-0.6	0.3	5.6	-2.7	-0.2
COc1cc2[nH]c(=S)nc(NCC3CCCO3)c2cc1OC (stereo not drawn)	26.7	5.8	-0.1	32.5*	1.9	-4.9	4.1	-5.5	0.0
CN1C(=O)C(O)(CC(=O)c2cccs2)c2ccccc21 (stereo not drawn)	20.3	-1.5	0.5	12.0	0.0	1.1	2.1	3.0	1.8
O=C1CN(C(=O)c2cc([N+](=O)[O-])ccc2Cl)C(c2ccc(F)cc2)c2cc(F)ccc2N1 (stereo not drawn)	2.9	-0.9	0.0	3.9	1.6	-2.8	-4.3	-2.3	6.2
CC(C)=CCN1CCN(Cc2nc(-c3ccccc3)cs2)CC1CCO (stereo not drawn)	-8.7	-5.8	1.2	12.2	-0.2	-8.9	21.2	-0.7	11.7
CCCn1c(SCC(=O)Nc2cccc(Cl)c2Cl)n[nH]c1=O	-15.6	6.8	-0.3	-0.9	-0.4	4.0	4.1	4.6	1.9
O=S1(=O)C=C(SCc2cccc(Cl)c2)Nc2ccccc21	-7.0	-1.4	0.6	-5.6	-0.5	-2.5	-13.0	3.7	14.4
CCc1ccccc1N(CC(=O)NCc1ccco1)C(=O)c1snc(C(N)=O)c1N	-16.7	?	0.0	-1.1	-0.3	-5.9	-1.2	-10.1	10.0
c1ccc(CCC2CCCCN2Cc2nc(-c3ccc4c(c3)OCO4)no2)nc1 (stereo not drawn)	2.7	-27.0	0.6	-1.5	0.4	-7.6	-0.9	0.3	1.3
CC1(NC(=O)Cc2ccc(Cl)c(Cl)c2)CCS(=O)(=O)C1 (stereo not drawn)	0.6	8.9	0.3	4.8	0.8	1.4	-10.3	-0.6	2.5
Cc1ccc(-n2ncc3c(NCCc4ccccc4)ncnc32)cc1C	-58.9*	?	0.7	·	1.4	-4.1	20.0	3.4	6.0
Cn1nc(C(C)(C)C)c([N+](=O)[O-])c1C(=O)Nc1ccc(Br)cc1	-23.9	-2.3	-0.6	-0.8	0.7	-6.0	-9.5	-3.4	8.8
CCOCCCNC(=O)N1CCOCC1	5.3	5.0	0.3	4.2	-0.1	2.1	-1.2	-2.2	-1.2
O=C(Nc1ccccc1N1CCCC1)C1CCN(S(=O)(=O)c2cccc(C(F)(F)F)c2)CC1	-6.7	-7.7	·	·	0.0	-2.1	·	-14.3	1.4
Cc1cc(OCC(=O)N2CCOCC2)cc2oc(=O)c3ccccc3c12	-3.6	-0.4	-0.2	0.5	0.8	7.3	3.4	-0.6	-2.4

Screens: PubChem, National Center for Advancing Translational Sciences (NCATS)
